Platelet DG rel – modulates dense granule release in human platelets. inhibition, %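 (compounds screened at 7.5 µM in platelet-rich plasma)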. AID 1663. human platelet-rich plasma, SFLLRN dense granule ATP release, luminescence. 300,000 tested, 0.22% active;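 active = mean replicate score, as percent of positive control, at or above 50; inconclusive = mean below 50 but at least one replicate at or above 50; inactive = mean and every replicate below 50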
AI-2 QS mod – modulates the Vibrio harveyi AI-2 quorum sensing system; Vibrio harveyi JMH597 AI-2 luminescence/OD600 ratio, 9 h; hits give low values; strain lacks LuxN and CqsS sensors; 0 = neutral-control median; activity change, % at 7.5 µM; 300,000 tested, 0.4% active; AID 2094; in the data active = activity change below about -75%, passing the limit was not always enough; inconclusive = no clear call, values can overlap the other calls;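 note: luminescence divided by OD600 gain over 9 h not by final OD600 alone; inactives centre near 13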
DYRK1A inh – inhibitors of rat Dyrk1A kinase; ADP-Glo luminescence, NFATc1 peptide; 310,000 tested, 0.43% active; inhibition, % at 12.5 µM; AID 504441; Q63470; in the data active = inhibition above about 50%;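 note: plate controls were vehicle with enzyme for no effect and no enzyme for full effect; many of its hits are not listed in these tables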
HSF-1 act – increases HSF-1 driven luciferase reporter signal; NIH3T3-HGL HSF-1 luciferase reporter, MG132, 8 h; 100% = twice DMSO control signal; activation, % at 9 µM; 300,000 tested, 1.7% active; AID 504408;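 active = mean replicate activation of at least 50% with a set share of replicates each reaching 50%; inconclusive = only one of those two conditions met; inactive = mean below 50% and too few replicates reaching it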;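 note: 0% = median of the neutral control wells and 100% = twice that signal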
HSF1 inhib – HSF1 inhibition; NIH3T3-HGL HSE-luciferase, MG132-induced, luminescence 8 h; hits give low values; activity change, negative = inhibition, % at 7.5 µM (by protocol); 300,000 tested, 0.77% active; AID 2098;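 active = more than half of replicate wells show activity change below -50%, luminescence cut by over half; inconclusive = some wells, but at most half, below -50%; inactive = no replicate well below -50%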;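 note: luciferase reports HSF-1 transcriptional activity via heat shock element; 0% = median of DMSO wells and -100% = zero luminescence signal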
PolyA inh – inhibitors of polyadenylation in S. cerevisiae | S. cerevisiae SKY197-pL101 polyadenylation reporter, beta-gal luminescence; efflux-impaired pdr1/pdr3 knockout yeast; score 100 = 6 SD above DMSO | calls only at 12 µM | 300,000 tested, 0.02% active | AID 1875;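 active = lowest replicate activity score at least 50, where 100 means six control SD above control mean; inconclusive = lowest score under 50 but half or more replicates reach 50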;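 note: yeast exposed to compound for 9 h at 30 °C; higher score means more reporter readthrough which indicates perturbed polyadenylation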
HSP90 refold inh – inhibitors of HSP90 luciferase refolding in rabbit reticulocyte lysate; 290,000 tested, 0.91% active; luciferase refolding luminescence, 3 h; AID 1789; inhibition, % at 5.6 µM;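 active = inhibition above the screen-wide mean plus 3 SD, computed separately per campaign, cut at about 16% in these data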;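 note: 0% = DMSO wells and 100% = 60 µM geldanamycin wells; inhibitors lower the luminescence because luciferase stays unfolded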
HDAC3 inhib – human HDAC3 inhibition | inhibition, % at 8.3 µM | O15379 | AID 2718 | 320,000 tested, 0.15% active | recombinant HDAC3, fluorogenic peptide/trypsin coupled, fluorescence; in the data active = inhibition above about 26%, passing the limit was not always enough; inconclusive = no clear call, values can overlap the other calls
Target sequence (O15379 whole entry, looked up): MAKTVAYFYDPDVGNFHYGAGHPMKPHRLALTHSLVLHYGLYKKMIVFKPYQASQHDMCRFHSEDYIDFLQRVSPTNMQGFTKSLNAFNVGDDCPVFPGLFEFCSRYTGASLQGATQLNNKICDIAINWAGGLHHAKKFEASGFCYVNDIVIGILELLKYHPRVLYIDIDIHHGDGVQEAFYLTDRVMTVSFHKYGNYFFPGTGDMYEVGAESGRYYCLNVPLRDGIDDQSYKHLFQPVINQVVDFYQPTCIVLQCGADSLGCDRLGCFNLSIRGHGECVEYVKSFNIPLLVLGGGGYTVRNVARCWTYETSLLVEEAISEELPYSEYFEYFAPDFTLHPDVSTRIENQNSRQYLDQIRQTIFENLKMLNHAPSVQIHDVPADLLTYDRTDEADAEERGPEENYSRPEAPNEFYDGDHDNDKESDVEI
GSK3B inh – inhibitors of human GSK3beta kinase; P49841; GST-GSK3beta kinase, ADP-Glo luminescence, 60 min; hits give low values; activity score (negative = inhibition), % at 10 µM; 300,000 tested, 0.038% active; AID 2097;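 active = more than half of replicate wells score below -50%, meaning over 50% inhibition versus plate controls; inconclusive = some replicates but at most half score below -50%; inactive = no replicate scores below -50%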;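 note: 0% = median DMSO wells and -100% = median GW8510 positive control wells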
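Test system – GST-tagged human GSK3beta kinase, cell-free · Incubation – 60 min enzyme reaction, room temperature · Signal – ADP-Glo luminescence · Also added – peptide substrate and ATP at 25 µM · Controls – DMSO neutral wells and GW8510 at 20 µM as positive · Buffer or medium – Tris/MgCl2 kinase buffer · Measure – Luminescence-derived activity versus plate DMSO and GW8510 wells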
GSK3A inh – blocks human GSK-3 alpha kinase. P49840. ADP-Glo luminescence, 60 min. inhibition, % at 10 µM. 320,000 tested, 0.1% active;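 in the data active = inhibition above about 50%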;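 note: GST-tagged GSK-3 alpha with peptide substrate and 25 µM ATP; 0% = DMSO neutral wells and 100% = GW8510 positive control wells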
Target sequence (P49840 whole entry, looked up): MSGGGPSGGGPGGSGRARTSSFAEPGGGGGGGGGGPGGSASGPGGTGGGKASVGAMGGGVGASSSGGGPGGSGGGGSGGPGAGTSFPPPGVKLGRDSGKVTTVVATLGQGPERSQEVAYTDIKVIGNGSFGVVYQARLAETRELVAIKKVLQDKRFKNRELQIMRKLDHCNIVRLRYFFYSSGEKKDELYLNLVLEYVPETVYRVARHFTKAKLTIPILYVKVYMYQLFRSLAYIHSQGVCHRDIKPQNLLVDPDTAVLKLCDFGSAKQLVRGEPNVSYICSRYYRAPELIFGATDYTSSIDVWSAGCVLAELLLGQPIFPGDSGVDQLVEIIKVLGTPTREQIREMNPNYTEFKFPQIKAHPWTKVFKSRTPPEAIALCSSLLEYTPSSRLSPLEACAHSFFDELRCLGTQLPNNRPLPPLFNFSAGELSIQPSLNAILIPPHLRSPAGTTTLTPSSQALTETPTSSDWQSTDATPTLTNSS
* hit, by the source's call; i = inactive; u = inconclusive; x = not tested or not shown.

SMILES	Platelet DG rel	AI-2 QS mod	DYRK1A inh	HSF-1 act	HSF1 inhib	PolyA inh	HSP90 refold inh	HDAC3 inhib	GSK3B inh	GSK3A inh
CCOC(=O)CNC(=O)c1c(C)nn(C)c1Cl	-3	27	8	-5	-2	i	3	-8	0	10
O=C(CN1C(=O)c2ccccc2S1(=O)=O)c1ccc(OC(F)F)cc1	-19	20	-4	-16	-27	i	0	-1	-5	0
CNc1ccc(C2(O)C(=O)c3ccccc3C2=O)cc1	-1	19	1	-5	-3	i	-3	-1	-7	-1
CCOC(=O)C1CCN(C(=S)Nc2cccc(C)c2)CC1	-4	7	2	-6	-5	i	-1	2	-1	0
COc1cccc(CNCCO)c1OCc1ccc(Cl)cc1	-1	18	-1	-3	-8	i	6	0	-3	5
O=C(NC(C(=O)NCCN1CCOCC1)C12CC3CC(CC(C3)C1)C2)C1CCCCC1 (centres undefined)	3	11	4	-5	3	i	-8	12	2	-3
CN(C)CCCSc1nc(-c2ccccc2)nc2c1CCC2	5	1	2	0	-4	i	-3	2	1	-1
O=C(c1ccoc1)N1CCC(CO)(CCc2ccccc2)CC1	0	42	6	4	1	i	0	-1	-4	-2
N#Cc1cccc(S(=O)(=O)NCC(=O)NCCCc2ccccc2)c1	-6	20	7	1	-4	i	0	2	-3	-3
CCOC(=O)CSc1nnc(CNC(=O)c2ccc(OC)cc2OC)n1-c1ccc(OC)cc1	x	x	-3	x	x	x	3	-1	x	-1
Cc1ccc(S(=O)(=O)N2CCCN(S(=O)(=O)c3ccc(C)cc3)CC2)cc1	5	38	3	1	-9	i	0	-2	0	-2
COc1cc(N)n(S(=O)(=O)c2ccc(C)cc2)n1	-3	0	x	-12	-1	i	15	-5	-3	-1
Cc1c(NC(=O)COC(=O)C2(c3ccccc3F)CCCC2)c(=O)n(-c2ccccc2)n1C	2	14	-6	19	0	i	-1	-7	1	-2
CCOCCCn1c(=S)[nH]c2cc(C(=O)NC3CCCC(C)C3C)ccc2c1=O (centres undefined)	-11	5	9	-6	-4	i	-1	2	0	-4
O=C(N/N=C/c1ccncc1)C12CC3CC(CC(C3)C1)C2	-2	19	x	-14	4	i	1	3	-7	1
CCOc1ccc(S(=O)(=O)N2CCCC(C(=O)N3CCN(CC)CC3)C2)cc1Cl (centres undefined)	-6	24	17	-1	-9	i	0	1	1	-1
Cc1ccc(CN2C(=O)c3ccccc3C2C(=O)NCC2CCCO2)cc1 (centres undefined)	-10	21	-2	-6	2	i	3	-2	1	2
CC(NC(=O)C(=O)NN=C1CCCCCCC1)c1ccccc1 (centres undefined)	2	38	8	-36	-21	i	2	5	2	-1
Cc1[nH]nc2c1C(c1ccsc1C)C(C#N)=C(N)O2 (centres undefined)	-4	11	10	9	1	i	-1	-5	-2	12
COc1cc(CNC(=O)C2CCCC2)cc(OC)c1OC	-13	15	4	0	-4	i	-1	3	-1	-1
COc1cc(C(=O)OC(C)C(=O)Nc2ccc3c(c2)OCO3)ccc1OCc1c(C)noc1C (centres undefined)	2	23	-4	5	-4	i	1	-6	1	1
CCCn1c(=O)[nH]c(=O)c2c(C(=O)OCC)cc(-c3cccs3)nc21	4	24	-15	-10	-2	i	2	-62	3	-3
COc1cc(/C=C/C(=O)N2CCN(C(=O)/C=C/c3cc(OC)c(OC)c(OC)c3)CC2)cc(OC)c1OC	5	7	-5	32	13	i	4	-6	-1	0
O=C(Cc1cccs1)N(CC1CCCO1)C1(C(=O)NC2CCCC2)CCCCC1 (centres undefined)	0	11	-1	7	0	i	0	-2	2	-2
CC(NC(=S)Nc1ccc(S(N)(=O)=O)cc1)c1ccc2c(c1)OCO2 (centres undefined)	-11	4	4	5	1	i	-3	6	-6	-1
CCc1cccc(CC)c1NC(=O)C1CSC2(C)CCC(=O)N12 (centres undefined)	-2	7	2	2	-3	i	x	-1	0	-2
C=CCN1C(=O)CSc2ccc(C(=O)NCc3cccs3)cc21	-3	-11	5	13	2	i	3	1	3	1
COc1ccc(Cl)cc1NC(=O)C/C(C)=N/NC(=O)C(=O)NCc1ccccc1	-11	5	-6	37	9	i	0	3	-2	0
CCc1nnc(NC(=O)CN2CCC(O)(c3ccccc3OC)CC2)s1	23	25	-4	-14	-7	i	-1	x	2	-1
Cc1cc(C)c(S(=O)(=O)c2ccccc2C)c(OCCN(C)C)n1	-1	22	5	-10	-7	i	-2	8	0	-2
COc1ccc(CC2CC(=O)N(c3ccc(C)cc3)C2=O)cc1 (centres undefined)	-8	20	x	-15	-4	i	0	-2	0	-2
Cc1ccccc1NC(=O)COC(=O)CCSc1ccccc1	6	11	4	-15	-5	i	2	4	4	-2
Cc1ccc(Cn2ccc(NC(=O)c3cc(-c4ccccc4)on3)n2)cc1	-3	29	6	7	2	i	-2	-2	2	-1
O=C1CCC(C(=O)N2CCCCO2)CN1Cc1cccc(C(F)(F)F)c1 (centres undefined)	-4	6	0	15	4	i	-4	7	1	x
CC(=O)Nc1ccc2nc(CN3CCN(CC(C)C)C(CCO)C3)ccc2c1 (centres undefined)	1	24	x	-5	-3	i	5	-5	6	-2
COCCCNC(=O)CCCn1c(=O)c2ccccc2n(Cc2cccc([N+](=O)[O-])c2)c1=O	3	4	-2	-1	5	i	0	3	1	0
O=C(Nc1ccccc1Sc1ccccc1)c1ccccc1F	-5	12	-3	38	10	i	1	0	3	0
O=c1cc(N2CCCC2)c2ccccc2o1	-3	16	35	-26	-10	i	0	5	-7	3
COC(=O)Cn1c(O)c(N=NC(=O)CNC(=O)c2ccncc2)c2ccccc21	-5	-2	3	-48	-30	i	-1	6	4	-8
CCCN(CC(=O)Nc1ccccc1C)C(=O)c1ccc(S(=O)(=O)N2CCCCCC2)cc1	1	6	4	-1	-4	i	-5	3	3	-3

Compounds above that contain a cyano group, in the order listed:
SMILES	Platelet DG rel	AI-2 QS mod	DYRK1A inh	HSF-1 act	HSF1 inhib	PolyA inh	HSP90 refold inh	HDAC3 inhib	GSK3B inh	GSK3A inh
N#Cc1cccc(S(=O)(=O)NCC(=O)NCCCc2ccccc2)c1	-6	20	7	1	-4	i	0	2	-3	-3
Cc1[nH]nc2c1C(c1ccsc1C)C(C#N)=C(N)O2 (centres undefined)	-4	11	10	9	1	i	-1	-5	-2	12

(cont.)
SMILES	Platelet DG rel	AI-2 QS mod	DYRK1A inh	HSF-1 act	HSF1 inhib	PolyA inh	HSP90 refold inh	HDAC3 inhib	GSK3B inh	GSK3A inh
CCOC(=O)c1c(C)[nH]c(C(=O)COC(=O)/C=C/c2ccc3c(c2)OCO3)c1C	6	31	1	-8	6	i	1	-2	1	-1
CN(CC#CC(O)(c1ccccc1)c1ccccc1)C(C)(C)C	x	27	x	x	x	i	-1	7	0	-2
COc1cc(C(=O)O)ccc1Cl	0	16	-1	-4	-8	i	0	3	9	-2
O=C(Nc1ccc(-c2nc3ccccc3[nH]2)cc1)c1ccccc1NS(=O)(=O)c1ccc(F)cc1	2	30	-5	1	-5	i	1	-63	-5	1
Cc1ccccc1-c1nc2ccc(Cl)cc2c(=O)n1O	0	13	-3	1	-3	x	2	2	-1	-2
COc1ccc(-c2cnc(N)n2C)cc1	6	33	-1	-6	-4	i	-1	2	3	-2
Cc1cccc(NC(=O)CCN2CCCCC2)c1	-3	-1	-2	-3	-1	i	-1	u	0	-1
COc1ccc(NC(=O)CCC(=O)Nc2nnc(CC(C)C)s2)cc1Cl	7	21	-9	6	-11	i	-3	-4	-1	5
Cc1cccc(CS(=O)(=O)c2ncc(Cl)c(C(=O)Nc3nnc(C(C)C)s3)n2)c1	-13	9	-1	-78	-73*	i	5	-4	-2	-4
COc1nc2ccc(C)cc2cc1-c1noc(-c2cccnc2)n1	-1	28	2	3	-4	i	-2	4	5	4
CC(NC(=O)C1CCCCC1)C(c1cccs1)N1CCN(C)CC1 (centres undefined)	-8	13	1	-9	-1	x	x	1	0	0
Cn1c(C(=O)NC2CCCCC2)cc2c(=O)n(C)c3ccccc3c21	22	15	1	-15	-8	i	2	-6	2	-2
CCc1nnc(NC(=O)c2ccc3c(c2)C(=O)N(CC)C3=O)s1	0	2	-1	14	17	i	0	-4	0	4
Nc1cc(=O)[nH]c(SCC(=O)Nc2cccc(Cl)c2Cl)n1	-7	16	2	1	5	i	0	5	-1	-1
COc1ccc(-c2noc(Cc3cccs3)n2)cc1	0	-66	1	27	23	i	5	2	2	-2
NC(=O)c1ncc(C(F)(F)F)cc1Oc1ccc(C(F)(F)F)cc1	3	-3	32	19	12	i	3	3	3	0
CC1c2cc3c(cc2CCN1CC(=O)Nc1ccccc1)OCCCO3 (centres undefined)	-1	22	0	-6	3	i	11	4	1	-1
CCOC(=O)c1cccc(NS(=O)(=O)c2cnc[nH]2)c1	-4	11	-8	-8	1	i	2	-1	1	-3
CC(=O)/C(=N\Nc1ccccc1)Oc1ccc([N+](=O)[O-])cc1	-1	1	1	17	4	i	-1	12	0	-1
COc1ccccc1-n1c(=O)c2c3c(sc2n2c(=S)[nH]nc12)CCC3	-13	2	x	10	-11	i	2	7	-9	9
CC(C)CCNC(=O)C(c1ccco1)N(Cc1ccccc1)C(=O)c1snc(C(N)=O)c1N (centres undefined)	-80	-2	-2	9	2	i	5	-12	1	0
Cc1ccc(NC(=O)CN(C)C(=O)c2cc3ccccc3o2)cc1	4	7	1	14	-4	i	-2	-2	0	0
O=C(NCc1ccc(Cl)cc1)c1ccc2c(=O)n(CC3CCCO3)c(=S)[nH]c2c1 (centres undefined)	0	3	-7	0	-5	i	1	0	-3	-1
Cc1ccc(S(=O)(=O)c2ccc([N+](=O)[O-])cn2)cc1	-6	-43	-3	-88	-84*	i	-2	-11	-4	0
CCOc1nc2cnccc2n(CC(=O)Nc2ccccc2C(=O)OC)c1=O	-1	4	-5	-28	-13	i	-5	4	3	0
COc1cccc(S(=O)(=O)Nc2ccc(C(=O)N3CCN(C(=O)c4ccco4)CC3)cc2)c1	6	25	-3	15	9	i	1	1	2	-1
O=c1cc(C(F)(F)C(F)F)oc2ccccc12	10	30	x	28	17	i	5	-3	-5	0
O=C(CCN1CCc2ccccc2C1)Nc1cccc(F)c1	0	11	2	-2	-7	i	1	8	2	-6
Cc1ccc(S(=O)(=O)N2CCCCC2CCNC(=O)C(=O)NC2CCCC2)cc1 (centres undefined)	4	-4	0	-26	-1	i	x	0	-10	-3
COc1ccc(CNC(=O)CN(Cc2ccccc2)S(=O)(=O)c2ccc(Cl)cc2)cc1	4	4	-5	18	17	i	3	2	-9	-2
Cn1nccc1C(=O)NCCN1C(=O)OC(C)(C)C1(C)O (centres undefined)	-12	31	3	4	1	i	5	-6	3	-2

Some of the compounds tested, so the mix of outcomes need not match the whole.
